TRPC4 potent – positive allosteric modulators of TRPC4, primary screen, cell-based, mouse TRPC4beta, HEK293 mu-opioid, Fluo-4 calcium; Short transient receptor potential channel 4 (Mus musculus), Q9QUQ5; DAMGO EC20, Fluo-4 Ca2+ flux; hits give high values; B-score at 10 µM; 310,000 compounds, 0.42% hits;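 active = B-score of calcium response area above 5 SD of library B-scores, with initial fluorescence ratio within 5 SD of library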;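 also: B-score of integrated fluorescence ratio over time as area under calcium response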
HDAC3 inhib – HDAC3 deacetylase inhibitors, primary screen, biochemical, fluorescence, cell-free homogeneous; Histone deacetylase 3 (Homo sapiens), O15379; AID 2718, 2010; inhibition, % at 8.3 µM; recombinant HDAC3, fluorogenic peptide/trypsin coupled; 320,000 compounds, 0.15% hits; in the data active = inhibition above about 26%, passing the limit was not always enough
Target sequence (O15379 whole entry, looked up): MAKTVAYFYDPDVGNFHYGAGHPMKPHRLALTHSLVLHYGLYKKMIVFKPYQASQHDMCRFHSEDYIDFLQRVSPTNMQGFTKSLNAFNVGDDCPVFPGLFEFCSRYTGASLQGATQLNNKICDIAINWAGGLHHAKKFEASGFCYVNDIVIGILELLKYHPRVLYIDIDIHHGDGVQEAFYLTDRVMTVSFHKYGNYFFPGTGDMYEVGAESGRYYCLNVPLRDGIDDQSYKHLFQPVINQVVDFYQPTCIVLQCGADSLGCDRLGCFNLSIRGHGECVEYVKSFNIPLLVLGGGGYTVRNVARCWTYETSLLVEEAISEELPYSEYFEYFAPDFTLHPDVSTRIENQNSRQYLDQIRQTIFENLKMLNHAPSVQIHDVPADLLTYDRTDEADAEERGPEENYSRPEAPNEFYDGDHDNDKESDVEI
ANO1 activ – TMEM16A chloride channel activators or potentiators, primary screen, cell-based, HTS | Anoctamin-1 (Mus musculus), Q8BHY3 | HEK293 TMEM16A/YFP-H148Q/I152L, iodide quench fluorescence; hits give low values | B-score at 10 µM | 340,000 compounds, 0.3% hits | AID 623877, 2012;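 active = fluorescence-ratio B-score plate-corrected deviation score at least 3 library SD below zero, with starting fluorescence score within 5 deviations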;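 also: channel opened by trigger with iodide after compound preincubation; score built on the fluorescence ratio of max minus min over baseline; more negative score means more quench and so TMEM16A activation or potentiation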
hERG protect – hERG rescue from dofetilide block, primary screen, cell-based, CHO-hERG, FluxOR thallium flux, dofetilide IC70; Voltage-gated inwardly rectifying potassium channel KCNH2 (Homo sapiens), Q12809; dofetilide IC70 present; activation (rescue from dofetilide block), less the hit threshold, % at 10 µM; 310,000 compounds, 0.51% hits; AID 1511, 2009;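 active = activation above the mean of controls blocked by dofetilide plus 5 SD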;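 also: thallium influx through hERG after potassium depolarization seen as dye fluorescence rise; in these data hits start at about 4.7%; inactives centre near -7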
KCNQ1 act – potentiators or activators of KCNQ1 channel, primary screen, cell-based, thallium flux, high-throughput. Potassium voltage-gated channel subfamily KQT member 1 (Homo sapiens), P51787. AID 2648, 2010. 310,000 compounds, 0.35% hits. B-score at 10 µM. CHO-K1 KCNQ1, thallium flux FluxOR fluorescence; hits give high values;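 active = fluorescence ratio B-score, a plate-corrected score, at least three library SD, with initial intensity B-score within 5 SD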
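Test system: CHO-K1 cells stably expressing KCNQ1 / Medium: assay buffer / Also added: depolarizing K+/Tl+ stimulus, K2SO4 and Tl2SO4 each 12.5 mM in 5x stock / Incubation: 90 min dye loading and 20 min compound exposure, both at room temperature / Signal: thallium influx via FluxOR fluorescence, kinetic imaging / Evaluation: B score of baseline-normalized fluorescence ratio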
KCNK3 block – human KCNK3 channel inhibitors, primary screen, CHO cells, FluxOR thallium flux, B-score | AID 602410, 2012 | B-score at 10 µM | 340,000 compounds, 0.84% hits | Potassium channel subfamily K member 3 (Homo sapiens), O14649 | FluxOR fluorescence; hits give low values;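 active = B-score under library mean minus 4 SD, starting fluorescence ratio at most library mean plus 5 SD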;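 also: more negative B-score means stronger inhibition of thallium flux through KCNK3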
Target sequence (O14649 whole entry, looked up): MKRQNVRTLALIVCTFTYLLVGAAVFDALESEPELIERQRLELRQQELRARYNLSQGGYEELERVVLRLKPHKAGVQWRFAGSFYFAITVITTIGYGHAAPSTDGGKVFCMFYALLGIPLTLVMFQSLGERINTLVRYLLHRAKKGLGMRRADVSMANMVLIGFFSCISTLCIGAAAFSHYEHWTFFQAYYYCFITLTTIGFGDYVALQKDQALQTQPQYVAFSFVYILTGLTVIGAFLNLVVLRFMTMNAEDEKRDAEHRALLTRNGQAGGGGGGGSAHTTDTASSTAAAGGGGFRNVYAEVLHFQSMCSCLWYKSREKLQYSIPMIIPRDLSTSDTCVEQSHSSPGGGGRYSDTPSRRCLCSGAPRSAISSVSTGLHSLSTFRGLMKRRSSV
ANO1 block – TMEM16A chloride channel inhibitors, primary screen, cell-based, HTS. 310,000 compounds, 1.2% hits. normalized B-score (activity score, 25-100; higher = stronger inhibition) at 10 µM. HEK293 TMEM16A/YFP iodide influx fluorescence, ionomycin;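 active = ratio plate-corrected score three or more library SD toward inhibition, starting fluorescence score within five deviations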;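 also: score derived from kinetic fluorescence span divided by baseline fluorescence per well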
Dyrk1A ADPGlo – rat Dyrk1A kinase inhibitors, primary screen, biochemical, single point, plate reader; Dual specificity tyrosine-phosphorylation-regulated kinase 1A (Rattus norvegicus), Q63470; ADP-Glo luminescence, NFATc1 peptide; inhibition, % at 12.5 µM; 310,000 compounds, 0.43% hits; AID 504441, 2011; in the data active = inhibition above about 50%;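 also: plate controls were vehicle with enzyme for no effect and no enzyme for full effect; many of its hits are not listed in these tables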
TRPC4 agonist – activators of mouse TRPC4 channel, primary screen, Fluo4 calcium, HEK293 TRPC4beta/mu-opioid cells; Fluo4 calcium fluorescence; hits give high values; B-score at 10 µM; 310,000 compounds, 0.49% hits;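 active = B-score above 5 SD of library B-scores, and initial fluorescence ratio not above library mean plus 5 SD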;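 also: positive B-score marks a calcium rise read as TRPC4 activation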
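Test system: HEK293 cells stably co-expressing mouse TRPC4beta and mu-opioid receptor | Schedule: Fluo4 dye loading 45 min at room temperature, 110 s recording | Measured by: Kinetic Fluo4 calcium fluorescence, 5 s baseline at 1 Hz | Evaluation: B score of integrated ratio | Controls: Buffer (low) and maximal DAMGO (high)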
KCNK9 block – KCNK9 potassium channel inhibitors, primary screen, HEK293 cells, thallium flux. FluxOR thallium flux fluorescence; hits give low values. B-score at 10 µM. 310,000 compounds, 1.2% hits;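 active = ratio B-score over 3 SD below the library mean, with starting fluorescence within 5 SD of its mean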;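 also: negative B-score means less thallium flux so channel inhibition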
KCNQ1 inh – inhibitors of human KCNQ1 channel, primary screen, cell-based, thallium flux, high-throughput | Potassium voltage-gated channel subfamily KQT member 1 (Homo sapiens), P51787 | CHO-K1 KCNQ1, FluxOR thallium flux fluorescence; hits give high values | B-score at 10 µM | 310,000 compounds, 1.3% hits | AID 2642, 2010;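 active = compounds whose thallium flux B-score, printed positive for inhibition, exceeds three library SD while starting fluorescence stays within three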;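 also: channel opened by potassium depolarization with thallium stimulus after 20 min compound exposure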
* marks the source's active call; other numbers are inactive results; i = inactive; / = not tested or not shown. The list is partial (hit frequency here may not be typical).

The line under a structure holds: TRPC4 potent	HDAC3 inhib	ANO1 activ	hERG protect	KCNQ1 act	KCNK3 block	ANO1 block	Dyrk1A ADPGlo	TRPC4 agonist	KCNK9 block	KCNQ1 inh
1	CCCn1c(SCC(=O)Nc2ccccc2N2CCOCC2)nc2c1c(=O)n(C)c(=O)n2C
→ i	0.5	i	-1.6	i	i	i	6.2	i	i	i
2	CCN(Cc1ccc(OC)c(COC)c1)CC1CCCN(CCc2cccc(F)c2)C1 (stereo not drawn)
→ i	1.4	i	-7.9	i	i	i	-5.9	i	i	i
3	CCn1c(Cc2ccc(OC)cc2)nnc1SCc1nc2ccccc2c(=O)[nH]1
→ i	6.8	i	-4.1	i	i	i	-1.9	i	i	i
4	CCN(CC)Cc1c(O)ccc2c(=O)c(-c3ccccc3OC)coc12
→ i	-80.4	i	-4.8	i	i	i	-0.3	i	i	i
5	CCSS(=O)(=O)c1cccc2cccnc12
→ i	0.9	i	-24.4	i	i	i	/	i	i	i
6	COc1cc2cc(CN(CCO)S(=O)(=O)c3ccccc3)c(=O)[nH]c2cc1OC
→ i	-4.1	i	-11.5	i	i	i	-5.2	i	i	i
7	COC(=O)COc1cccc(-n2cnnn2)c1
→ i	-9.8	i	-7.5	i	i	i	-0.1	i	i	i
8	CCOC(=O)c1cc(NC(=O)C2C3CCC(O3)C2C(=O)O)cc(C(=O)OCC)c1 (stereo not drawn)
→ i	/	i	-11.9	i	i	i	1.0	i	i	i
9	C=CCN1CCN(C(CC(C)C)c2nnnn2CCOC)CC1 (stereo not drawn)
→ i	1.6	i	-6.9	i	i	i	5.2	i	i	i
10	CCOC(=O)CNC(=O)CSc1nc(-c2ccc(C)cc2)ns1
→ i	4.2	i	-9.3	i	i	i	/	i	i	i
11	COc1cccc(C(=O)n2cnnc2N)c1OC
→ i	5.1	i	-5.8	i	i	i	-2.7	i	i	i
12	CCOC(=O)C(NC(=O)Nc1ccc(O)cc1)(c1ccccc1)C(F)(F)F (stereo not drawn)
→ i	-5.3	i	-5.6	i	i	i	0.5	i	i	i
13	Cc1cccn2c(CNCCc3ccco3)c(C(=O)N3CCOCC3)nc12
→ i	/	i	-10.1	i	i	/	/	i	i	i
14	O=C(NNC(=O)c1cc([N+](=O)[O-])ccc1Cl)c1cccnc1
→ i	-2.1	i	-8.2	i	i	i	-1.0	i	i	i
15	COC(=O)CCCCCNC(=S)Nc1ccc2[nH]c(=O)[nH]c2c1
→ i	1.7	i	-10.6	i	i	i	2.0	i	i	i
16	CC(=O)c1ccc(S(=O)(=O)Nc2cccc(-n3cnnn3)c2)cc1
→ i	1.3	i	-2.7	i	i	i	-5.0	i	i	i
17	COc1ccc(OC)c(C(=O)NC(CC(N)=O)c2ccc(N3CCC(Cc4ccccc4)CC3)c([N+](=O)[O-])c2)c1 (stereo not drawn)
→ i	6.0	i	-16.0	i	i	i	-3.0	i	-10.9*	i
18	CCc1ccc(CN2CCC(n3nccc3NC(=O)Cc3ccccc3)CC2)o1
→ i	0.8	i	-1.2	i	i	i	0.7	i	i	i
19	CCOc1ccc(NC(=S)NCc2ccc3c(c2)OCO3)cc1
→ i	-1.9	i	-7.7	i	i	i	/	i	i	6*
20	Clc1ccc(/C=C/c2nc3ccccc3[nH]2)c(Cl)c1
→ i	-64.7	i	-17.4	i	-11.1*	i	9.6	i	i	14*
21	CCc1ccc(-c2nc(SCC(=O)N(C)C3CCS(=O)(=O)C3)n[nH]2)cc1 (stereo not drawn)
→ i	1.6	i	-11.7	i	i	i	-2.6	i	i	i
22	COc1cc(Cl)ccc1OCc1cc(C(=O)N2C[C@]3(C)C[C@H]2CC(C)(C)C3)no1
→ i	0.6	i	-11.3	i	i	i	0.2	i	i	i
23	Cc1nc(-c2ccc(NS(C)(=O)=O)cc2)cs1
→ /	4.7	i	/	/	i	i	2.1	/	/	/
24	COc1ccc(-c2cc(C)no2)cc1S(=O)(=O)NCc1ccc(OC(C)C)cc1
→ i	-6.2	i	-8.3	i	i	i	0.2	i	i	i
25	O=C(CSc1nn(-c2ccc(Cl)cc2)c(=S)s1)N1CCN(C(=O)c2ccco2)CC1
→ i	6.2	i	-4.0	i	i	i	5.6	i	i	i
26	Cn1c(Cn2c(=O)sc3ccccc32)nnc1SCC(=O)Nc1cccc(Cl)c1
→ /	-4.2	i	/	/	i	i	-0.5	/	/	/
27	Cc1nc(CS(=O)(=O)c2ccccc2)cc(Sc2ccc(Cl)cc2Cl)n1
→ i	1.8	i	-4.4	i	i	i	5.9	i	i	i
28	Nc1nc(NCC2CCCO2)nc(Nc2ccccc2)c1[N+](=O)[O-] (stereo not drawn)
→ i	4.7	i	-2.4	i	i	i	-2.6	i	i	i
29	CCOc1ccccc1Nc1nc(N2CCCC2)nc(N2CCOCC2)n1
→ i	3.2	i	-7.2	i	i	i	-16.7	i	i	i
30	Cc1nn(CCOc2ccccc2)c(=O)n1-c1ccccc1F
→ i	-1.6	i	-9.7	i	i	i	-7.4	i	i	i
31	O=c1c2c3c(sc2[nH]c(=S)n1Cc1ccco1)CCC3
→ i	/	i	10.9*	15*	i	i	16.6	i	i	i
32	CC(=O)NC(c1ccccc1)c1cc([N+](=O)[O-])c2cccnc2c1O (stereo not drawn)
→ i	1.5	i	-3.5	i	i	i	/	i	i	i
33	COCCNC(=O)c1onc(CSc2ccc(F)cc2)c1C(=O)NCCOC
→ i	-8.9	i	-3.9	i	i	i	18.4	i	i	i
34	CCN(CC)Cc1c(O)c(Cl)cc2c(C)cc(=O)oc12
→ i	/	i	-4.9	i	i	/	3.3	i	i	i
35	COC(=O)c1sccc1NC(=O)CSc1ccc(Cl)cc1
→ i	10.1	i	-8.3	i	i	i	-5.0	i	i	i
36	O=C(C1=C[C@H](c2ccc(C(F)(F)F)cc2)C[C@H](OCCCCO)O1)N1CCN(Cc2ccccc2)CC1
→ i	-2.3	i	-10.5	i	i	i	-3.9	186*	i	i
37	COCC1CCCCC1OS(N)(=O)=O (stereo not drawn)
→ i	-10.7	i	-5.5	i	i	i	6.5	i	i	i
38	OCCC1CN(Cc2nc3ccccc3s2)CCN1CCc1ccccc1 (stereo not drawn)
→ i	-1.3	i	-13.1	i	i	i	6.4	60*	i	i
39	O=C(Nc1ccc(Br)cc1)c1ccc(Br)c(S(=O)(=O)Nc2cccnc2)c1
→ i	0.7	i	-7.2	i	i	i	4.8	i	i	i
40	CC(=O)Nc1c(Cl)n(C(C)=O)c2ccccc12
→ /	-0.7	i	/	/	i	i	5.7	/	/	/
41	CC1=CC2=NC(=O)CC(C)(C(=O)N(CC(=O)NC3CCCC3)Cc3ccccc3)N2C=C1 (stereo not drawn)
→ i	-19.0	i	-7.9	i	i	i	6.0	i	i	i
42	O=C(COC(=O)CCC(=O)c1cccs1)NC(=O)c1ccc(OC(F)F)cc1
→ i	0.2	i	-11.9	i	i	i	-1.1	i	i	i
43	Cc1ccc(NC(=S)NC(=O)c2cncc(Br)c2)c(C)c1
→ i	-0.8	i	-10.0	i	i	i	/	i	i	i
44	CN(C(=O)CN(C)S(=O)(=O)c1ccc(F)cc1)c1c(N)n(Cc2ccccc2)c(=O)[nH]c1=O
→ i	-0.8	i	-5.9	i	i	i	1.1	i	i	i
45	Cc1cc2cc(CNC(=O)c3ccc(Br)o3)ccc2n1C
→ i	/	i	-14.4	i	i	i	-4.1	i	i	i
46	Cc1ccc(NC(=O)CSc2nnc(-c3cccs3)o2)cc1S(=O)(=O)N(C)C
→ i	-5.6	/	-10.3	i	/	i	/	i	i	i
47	O=C(c1cc(N2CCCCC2)nc2ccccc12)N1CCOCC1
→ i	7.4	i	-8.6	i	i	i	2.2	i	i	i
48	CC(=O)N1CCc2cc(S(=O)(=O)CCC(=O)N3CCN(c4ccccc4F)CC3)ccc21
→ i	-1.6	i	-5.9	i	i	i	4.7	i	i	i
49	Cc1ccc(NC(=S)N(C)N)cc1Cl
→ i	1.2	i	-8.7	i	i	i	4.0	i	i	i
50	COc1ccc([N+](=O)[O-])cc1NC(=O)CCSCCc1ccccn1
→ i	0.3	i	-10.4	i	i	i	1.6	i	i	i
51	CC(=O)Oc1ccccc1/C=C/c1ccc2ccccc2[n+]1C
→ i	10.8	i	-4.4	i	i	i	1.0	i	i	i
52	CCOC(=O)CN(c1cc([N+](=O)[O-])ccc1OC)S(C)(=O)=O
→ i	-8.4	i	-6.7	i	i	i	2.3	i	i	i
53	O=C(c1cccs1)N1CCN=C1SCc1ccccc1F
→ i	0.7	i	-11.3	i	i	i	/	i	i	i
54	O=C(Cn1cnc2sc3c(c2c1=O)CCCC3)NCC(=O)Nc1c(F)cccc1F
→ i	1.2	i	-7.0	i	i	i	1.4	i	i	i
55	CCCn1c(O)c(N=NC(=O)CNC(=O)Cc2ccc(OC)cc2)c2ccccc21
→ i	0.5	i	-5.5	i	i	i	2.3	i	i	i
56	S=C1SCN(Cc2ccccc2)CN1Cc1ccccc1
→ i	/	i	-9.2	i	i	/	-2.5	i	i	i
57	CC(C)OC(=O)c1cc2c(ccn2C)n1CC(=O)N(Cc1ccccc1)c1ccccc1
→ i	10.4	i	2.0	i	i	i	2.0	i	i	i
58	COc1ccc(CCNC(=O)C2CCC(=O)N(C3CCCCCC3)C2)cc1 (stereo not drawn)
→ i	-0.1	i	-7.0	i	i	i	-5.0	i	i	i
59	COc1ccc(NC(=O)CC2C(=O)N(c3ccc(Cl)cc3)C(=S)N2CCc2ccncc2)cc1 (stereo not drawn)
→ i	7.3	i	-9.1	i	i	i	2.1	i	i	i
60	COc1ccc(NC(=O)/C(=C/c2ccc(OC(C)=O)c(OC)c2)NC(C)=O)cc1
→ i	9.7	i	-2.8	88*	i	i	9.2	i	i	i

Compound activity deposited in PubChem by several laboratories.
